High-throughput results deposited in PubChem by several laboratories.
Cdc25B block: inhibitors of human Cdc25B phosphatase | inhibition, %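 (compounds tested at 10 µM final in the well)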 | 0.1% of 65,000 active | AID 368 | recombinant Cdc25B, OMFP fluorescence Ex485/Em525 | P30305; in the data active = inhibition above about 50%
Target sequence (P30305 whole entry, looked up): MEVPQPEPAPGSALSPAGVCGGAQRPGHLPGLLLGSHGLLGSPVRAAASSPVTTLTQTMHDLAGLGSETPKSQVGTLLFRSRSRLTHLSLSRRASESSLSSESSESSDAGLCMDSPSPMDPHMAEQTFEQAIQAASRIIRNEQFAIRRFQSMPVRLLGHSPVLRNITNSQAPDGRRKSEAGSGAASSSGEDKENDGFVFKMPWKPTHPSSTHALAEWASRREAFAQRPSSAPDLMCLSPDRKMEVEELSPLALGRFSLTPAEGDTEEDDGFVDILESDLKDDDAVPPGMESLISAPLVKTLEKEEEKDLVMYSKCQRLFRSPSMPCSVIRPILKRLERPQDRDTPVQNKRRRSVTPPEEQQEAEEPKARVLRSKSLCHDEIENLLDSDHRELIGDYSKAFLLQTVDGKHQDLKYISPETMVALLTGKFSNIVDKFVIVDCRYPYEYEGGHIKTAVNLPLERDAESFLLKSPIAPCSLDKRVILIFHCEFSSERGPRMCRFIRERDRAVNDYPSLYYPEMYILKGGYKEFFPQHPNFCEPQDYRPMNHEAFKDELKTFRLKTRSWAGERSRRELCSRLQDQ
ROCK2 inh: inhibitors of human Rho kinase 2 | O75116 | purified ROCK2, Kinase-Glo ATP depletion luminescence | inhibition, % at 6 µM | 0.35% of 60,000 active | AID 604;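 active = inhibition above the screen-wide mean inhibition plus 3 SD, cut at about 18% in these data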;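 also: plate controls were DMSO wells for no effect and Y-27632 control wells after no-enzyme background subtraction for full effect; many of its hits are not listed in these tables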
MKP-1 inh: blocks human MKP-1 phosphatase activity | P28562 | recombinant MKP-1, OMFP hydrolysis fluorescence | inhibition, %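 (compounds tested at a single concentration somewhere between 10 and 100 µM)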 | 0.15% of 65,000 active | AID 374;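 active = inhibition above about 50%, limit read from the data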;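 also: 0% = DMSO max control wells and 100% = wells with enzyme stopped by NaOH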
JNK3 blocker: blocks human JNK3 kinase activity | P53779 | purified JNK3 kinase activity, HTS | inhibition, % at 8 µM | 0.61% of 60,000 active | AID 746; in the data active = inhibition above about 17%;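 also: 0% = DMSO and 100% = reference inhibitor; many of its hits are not listed in these tables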
Target sequence (P53779 whole entry, looked up): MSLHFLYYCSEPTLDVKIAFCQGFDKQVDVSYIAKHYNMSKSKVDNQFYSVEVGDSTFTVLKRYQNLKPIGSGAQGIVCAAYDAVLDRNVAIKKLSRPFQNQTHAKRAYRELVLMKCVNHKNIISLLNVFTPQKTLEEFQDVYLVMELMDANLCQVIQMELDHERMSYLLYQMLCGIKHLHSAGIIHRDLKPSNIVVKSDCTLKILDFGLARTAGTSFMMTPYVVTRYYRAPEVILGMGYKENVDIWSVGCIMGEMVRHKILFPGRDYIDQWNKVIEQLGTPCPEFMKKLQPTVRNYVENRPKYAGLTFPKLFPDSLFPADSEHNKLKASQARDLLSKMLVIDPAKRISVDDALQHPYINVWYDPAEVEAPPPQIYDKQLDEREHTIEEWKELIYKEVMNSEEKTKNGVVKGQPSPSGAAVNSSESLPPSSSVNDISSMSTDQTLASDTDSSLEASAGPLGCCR
PKA kinase inh: PKA (human) kinase inhibition. 0.1% of 65,000 active. PKA Kemptide phosphorylation, Kinase-Glo ATP luminescence. P17612. inhibition, % at 6 µM;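 active = inhibition above the screen-wide mean inhibition plus 3 SD, cut at about 21% in these data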; also: many of its hits are not listed in these tables
A340 absorber: absorbance at 340 nm. AID 708. fold change at 10 µM. 65,000 tested, under 10 active. compound absorbance at 340 nm, fold over control;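 active = at 10 µM dose, initial 340 nm absorbance at least 2 fold that of control wells; inactive = change under 2 fold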;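 also: initial absorbance extrapolated from kinetic A340 decline of NADH oxidation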
Autofluor 339: intrinsic fluorescence of library compounds, ex339/em460 – biochemical, MLSMR library, data from DPM-DC assay, artefact control, profiling panel | fluorescence fold increase at 10 µM | compound autofluorescence, ex339/em460 nm, NADH buffer; active compounds read high; 1 = no-compound wells, NADH background | 5.5% of 65,000 active;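 active = at 10 µM, mean starting fluorescence two-fold or more over control wells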;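 also: signal is the first read of a kinetic run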
Hsp90 block: displaces geldanamycin probe from tumor Hsp90; P07900; NCI-N417 lysate Hsp90, Cy3B-geldanamycin FP displacement; inhibition, % at 30 µM; 0.35% of 64,000 active; AID 429;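 active = inhibition above 50%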;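 also: 0% = tracer plus lysate wells and 100% = tracer alone without lysate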
Her2 expr inh: Her2 kinase expression inhibition; 0.69% of 65,000 active; HER2 level % of control, % at 10 µM; SKBR-3 HER2 protein level, AlphaScreen, 18-24 h; active compounds read low; P04626;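 active = HER2 level under 5% of the carrier-only control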;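 also: 100% = DMSO carrier and 0% = 500 nM PU-H71 HSP90 inhibitor; lower value means stronger loss of Her2 protein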
Numbers without * were called inactive. Not all compounds are listed, so the mix of outcomes need not match the whole.

What do the screens show for `O=C(C1CCCN(Cc2cccnc2)C1)N1CCCCC1` (stereo not drawn)?
Cdc25B block: -15; ROCK2 inh: 4; MKP-1 inh: 5; JNK3 blocker: 3; PKA kinase inh: 10; A340 absorber: 1; Autofluor 339: 1.1; Hsp90 block: -1; Her2 expr inh: 134

What do the screens show for `COc1cc(OC)c(C#N)c(S(=O)Cc2ccccc2)c1` (stereo not drawn)?
Cdc25B block: -6; MKP-1 inh: -2; PKA kinase inh: 11; A340 absorber: 1.1; Autofluor 339: 1.1; Hsp90 block: -1; Her2 expr inh: 122

What do the screens show for `c1nc2sc3c(c2c2nnnn12)CCC3`?
Cdc25B block: -11; ROCK2 inh: 3; MKP-1 inh: 1; JNK3 blocker: 6; PKA kinase inh: 10; A340 absorber: 1; Autofluor 339: 2.1*; Hsp90 block: -2; Her2 expr inh: 85

Results for Cn1c(/C(C#N)=C/Nc2ccccn2)nc2ccccc21 ?
Cdc25B block: 20; ROCK2 inh: -6; MKP-1 inh: -6; JNK3 blocker: -3; PKA kinase inh: 2; A340 absorber: 1.1; Autofluor 339: 1.5; Hsp90 block: -2; Her2 expr inh: 109

What do the screens show for `COc1ccc(CNC(=O)c2cc(-c3ccccc3OC)on2)cc1`?
Cdc25B block: -12; ROCK2 inh: 2; MKP-1 inh: 10; JNK3 blocker: 1; PKA kinase inh: -2; A340 absorber: 0.98; Autofluor 339: 1.1; Hsp90 block: -2; Her2 expr inh: 83

What do the screens show for `O=C(NCCN1CCOCC1)c1ccc(CS(=O)(=O)c2c(Cl)cccc2Cl)o1`?
Cdc25B block: 1; ROCK2 inh: 4; MKP-1 inh: 5; JNK3 blocker: 4; PKA kinase inh: 4; A340 absorber: 1; Autofluor 339: 1.1; Hsp90 block: -3; Her2 expr inh: 88

Results for CCNC(=O)c1c(O)c2ccccc2[nH]c1=O ?
Cdc25B block: -11; ROCK2 inh: 2; MKP-1 inh: 3; JNK3 blocker: 3; PKA kinase inh: 2; A340 absorber: 1.1; Autofluor 339: 1.1; Hsp90 block: 0; Her2 expr inh: 76

How did Cn1c(COc2ccccc2)nnc1SCCN1CCOCC1 do in these assays?
Cdc25B block: 3; ROCK2 inh: 0; MKP-1 inh: 19; JNK3 blocker: 6; PKA kinase inh: -6; A340 absorber: 1; Autofluor 339: 1; Hsp90 block: 0; Her2 expr inh: 101

What do the screens show for `CCOc1ccc(C(CC(=O)O)NC(=O)COc2ccccc2)cc1` (stereo not drawn)?
Cdc25B block: -13; ROCK2 inh: 6; MKP-1 inh: -19; JNK3 blocker: 4; PKA kinase inh: 13; A340 absorber: 1; Autofluor 339: 1.1; Hsp90 block: -2; Her2 expr inh: 87

Results for CCn1c(SCC(=O)OC)nc2sc3c(c2c1=O)CCC3 ?
Cdc25B block: -4; MKP-1 inh: 12; A340 absorber: 1.1; Autofluor 339: 1.1; Her2 expr inh: 75

How did Cc1cc(=O)[nH]c(SCC(=O)NCc2ccco2)n1 do in these assays?
Cdc25B block: 26; ROCK2 inh: 1; MKP-1 inh: 8; JNK3 blocker: -3; PKA kinase inh: -4; A340 absorber: 1; Autofluor 339: 1.1; Hsp90 block: 0; Her2 expr inh: 85

What do the screens show for `Cc1ccc(Cn2c(=N)n(CC(O)c3ccco3)c3ccccc32)cc1` (stereo not drawn)?
Cdc25B block: -1; ROCK2 inh: 6; MKP-1 inh: 5; JNK3 blocker: -1; PKA kinase inh: 2; A340 absorber: 1; Autofluor 339: 1.1; Hsp90 block: -10; Her2 expr inh: 87

Results for c1coc(CNc2ncnc3ccccc23)c1 ?
Cdc25B block: 8; ROCK2 inh: -6; MKP-1 inh: 7; JNK3 blocker: -6; PKA kinase inh: 7; A340 absorber: 1; Autofluor 339: 1.1; Hsp90 block: -1; Her2 expr inh: 69

Results for CSc1nsc(NC(=O)Cc2ccccc2)n1 ?
Cdc25B block: 0; ROCK2 inh: 6; MKP-1 inh: -5; JNK3 blocker: 0; PKA kinase inh: 5; A340 absorber: 1; Autofluor 339: 1.1; Hsp90 block: -5; Her2 expr inh: 130

What do the screens show for `CC(=O)OC1c2c(ccc3ccc(=O)oc23)OC(C)(C)C1OC(=O)CC(C)C` (stereo not drawn)?
Cdc25B block: -1; ROCK2 inh: 4; MKP-1 inh: 8; JNK3 blocker: 10; PKA kinase inh: 3; A340 absorber: 1.1; Autofluor 339: 1.6; Hsp90 block: -1; Her2 expr inh: 107

What do the screens show for `Cc1ccc2[nH]c(=O)c(CN(Cc3ccc4c(c3)OCO4)Cc3nnnn3Cc3ccco3)cc2c1`?
Cdc25B block: 11; ROCK2 inh: -10; MKP-1 inh: 12; JNK3 blocker: 0; PKA kinase inh: -19; A340 absorber: 1; Autofluor 339: 1.1; Hsp90 block: -2; Her2 expr inh: 92

How did c1ccc(COc2ccc(Oc3nc(N4CCCCC4)nc(N4CCOCC4)n3)nn2)cc1 do in these assays?
Cdc25B block: -11; ROCK2 inh: -4; MKP-1 inh: 39; JNK3 blocker: -3; PKA kinase inh: 3; A340 absorber: 1; Autofluor 339: 1.1; Hsp90 block: -4; Her2 expr inh: 78

Results for CCOc1ccc2nc(NC(=O)c3ccc(S(=O)(=O)N4CCOCC4)cc3)sc2c1 ?
Cdc25B block: -2; ROCK2 inh: 7; MKP-1 inh: 36; JNK3 blocker: 1; PKA kinase inh: 3; A340 absorber: 1.1; Autofluor 339: 1.4; Hsp90 block: -4; Her2 expr inh: 56

What do the screens show for `On1cnnc1-c1ccccc1`?
Cdc25B block: 7; ROCK2 inh: 6; MKP-1 inh: -26; JNK3 blocker: 1; PKA kinase inh: 10; A340 absorber: 1; Autofluor 339: 1.1; Hsp90 block: 1; Her2 expr inh: 62

How did CSCCC1NC2(C(=O)Nc3ccc(Cl)cc32)[C@@H]2C(=O)N(C3CCCC3)C(=O)[C@H]12 (stereo partly drawn) do in these assays?
Cdc25B block: 1; ROCK2 inh: 5; MKP-1 inh: -9; JNK3 blocker: 9; PKA kinase inh: 0; A340 absorber: 0.98; Autofluor 339: 1.1; Hsp90 block: -4; Her2 expr inh: 79

How did COc1cc(C(=O)N2CCC(n3cnc4cc(F)ccc43)CC2)cc(OC)c1OC do in these assays?
Cdc25B block: 1; ROCK2 inh: 0; MKP-1 inh: 6; JNK3 blocker: -1; PKA kinase inh: -1; A340 absorber: 1; Autofluor 339: 1.1; Hsp90 block: -1; Her2 expr inh: 83

How did CCOc1ccccc1Nc1nnc(C)c(=O)[nH]1 do in these assays?
Cdc25B block: 5; MKP-1 inh: 5; PKA kinase inh: 9; A340 absorber: 1; Autofluor 339: 0.68; Her2 expr inh: 74

Results for O=c1c2[nH]c3ccc(Br)cc3c2ncn1CCCn1ccnc1 ?
Cdc25B block: 1; ROCK2 inh: 4; MKP-1 inh: -7; JNK3 blocker: -9; PKA kinase inh: 8; A340 absorber: 1; Autofluor 339: 1.1; Hsp90 block: -3; Her2 expr inh: 87

What do the screens show for `O=C(O)c1cccc(N2CCCCS2(=O)=O)c1`?
Cdc25B block: -7; ROCK2 inh: -4; MKP-1 inh: -3; JNK3 blocker: -1; PKA kinase inh: -5; A340 absorber: 0.97; Autofluor 339: 1.1; Hsp90 block: -2; Her2 expr inh: 106

Results for CCN1CCN(C(=O)c2cc3c(-c4ccc(Cl)cc4)nn(C)c3s2)CC1 ?
Cdc25B block: -15; ROCK2 inh: 1; MKP-1 inh: 9; JNK3 blocker: 2; PKA kinase inh: 7; A340 absorber: 1.1; Autofluor 339: 1.8; Hsp90 block: -4; Her2 expr inh: 97

How did O=C(CSc1ccc(Cl)cc1)Nc1ccc(N2CCN(C(=O)c3ccco3)CC2)cc1 do in these assays?
Cdc25B block: 1; ROCK2 inh: -2; MKP-1 inh: 29; JNK3 blocker: -2; PKA kinase inh: 4; A340 absorber: 1.1; Autofluor 339: 1.1; Hsp90 block: 1; Her2 expr inh: 58

What do the screens show for `COc1cc(NC(=O)c2csc3c2CCCC3)ncn1`?
Cdc25B block: -16; ROCK2 inh: 5; MKP-1 inh: 12; JNK3 blocker: 1; PKA kinase inh: 9; A340 absorber: 0.99; Autofluor 339: 1.1; Hsp90 block: -1; Her2 expr inh: 86

What do the screens show for `CCCOc1ccc(N2C(=O)CC(N(CCC)C(=O)CCC(=O)O)C2=O)cc1` (stereo not drawn)?
Cdc25B block: 1; ROCK2 inh: 5; MKP-1 inh: -4; JNK3 blocker: -9; PKA kinase inh: 2; A340 absorber: 1; Autofluor 339: 1.1; Hsp90 block: -4; Her2 expr inh: 70

How did Cc1ccc(-n2c(SCC(=O)Nc3ccc4c(c3)OCO4)nnc2-c2ccoc2C)cc1 do in these assays?
Cdc25B block: -4; ROCK2 inh: 2; MKP-1 inh: -9; JNK3 blocker: -4; PKA kinase inh: 8; A340 absorber: 0.99; Autofluor 339: 1; Hsp90 block: -2; Her2 expr inh: 96

What do the screens show for `COCCn1c(N)c(S(=O)(=O)c2cccs2)c2nc3ccccc3nc21`?
Cdc25B block: -5; ROCK2 inh: 4; MKP-1 inh: 15; JNK3 blocker: 5; PKA kinase inh: 7; A340 absorber: 1.1; Autofluor 339: 3.9*; Hsp90 block: -8; Her2 expr inh: 87

Molecules listed so far with a cyano group, in the order listed:
What do the screens show for `COc1cc(OC)c(C#N)c(S(=O)Cc2ccccc2)c1` (stereo not drawn)?
Cdc25B block: -6; MKP-1 inh: -2; PKA kinase inh: 11; A340 absorber: 1.1; Autofluor 339: 1.1; Hsp90 block: -1; Her2 expr inh: 122

Results for Cn1c(/C(C#N)=C/Nc2ccccn2)nc2ccccc21 ?
Cdc25B block: 20; ROCK2 inh: -6; MKP-1 inh: -6; JNK3 blocker: -3; PKA kinase inh: 2; A340 absorber: 1.1; Autofluor 339: 1.5; Hsp90 block: -2; Her2 expr inh: 109

Following part
What do the screens show for `O=C(CC(C(=O)N1CCc2ccccc21)n1ccnc1)NCc1cccnc1` (stereo not drawn)?
Cdc25B block: -5; ROCK2 inh: -1; MKP-1 inh: 6; JNK3 blocker: -1; PKA kinase inh: -5; A340 absorber: 1; Autofluor 339: 1; Hsp90 block: -5; Her2 expr inh: 97

How did COc1ccc(N(Cc2cc3ccccc3[nH]c2=O)C(=O)C2CCCO2)cc1 (stereo not drawn) do in these assays?
Cdc25B block: 7; ROCK2 inh: 8; MKP-1 inh: -15; JNK3 blocker: -2; PKA kinase inh: 2; A340 absorber: 1; Autofluor 339: 1.3; Hsp90 block: -6; Her2 expr inh: 94

How did CC1=CC2(C#N)C3(N=C(N)C2(C#N)C(c2ccccc2)N1)OCCO3 (stereo not drawn) do in these assays?
Cdc25B block: -12; ROCK2 inh: -5; MKP-1 inh: -6; JNK3 blocker: 7; PKA kinase inh: 0; A340 absorber: 1; Autofluor 339: 1.2; Hsp90 block: 1; Her2 expr inh: 93

What do the screens show for `CCCOc1ccc(C(=O)CCN2CCCCC2)cc1`?
Cdc25B block: -15; ROCK2 inh: 0; MKP-1 inh: 5; JNK3 blocker: -1; PKA kinase inh: -4; A340 absorber: 1; Autofluor 339: 1.1; Hsp90 block: -1; Her2 expr inh: -20*

Results for CCc1ccc(NC(=O)CSc2nc3c(c(=O)n(C)c(=O)n3C)n2C)cc1 ?
Cdc25B block: -10; ROCK2 inh: -6; MKP-1 inh: -5; JNK3 blocker: 2; PKA kinase inh: -11; A340 absorber: 1; Autofluor 339: 1.1; Hsp90 block: -2; Her2 expr inh: 79

How did CS(=O)(=O)N1CCN(c2ccccc2NC(=O)c2ccc(-c3ccc(Cl)cc3Cl)o2)CC1 do in these assays?
Cdc25B block: -3; ROCK2 inh: 1; MKP-1 inh: 9; JNK3 blocker: -2; PKA kinase inh: 4; A340 absorber: 1; Autofluor 339: 1.7; Hsp90 block: -15; Her2 expr inh: 74

What do the screens show for `COc1cccc(NC(=O)N[C@@H](Cc2ccccc2)C(=O)O)c1`?
Cdc25B block: 3; ROCK2 inh: 7; MKP-1 inh: -13; JNK3 blocker: 5; PKA kinase inh: 6; A340 absorber: 1; Autofluor 339: 1.1; Hsp90 block: -2; Her2 expr inh: 84
